Bioassay records deposited in PubChem BioAssay by The Scripps Research Institute Molecular Screening Center.
PAFAH1B3 FP inh: inhibitors of human PAFAH1B3; Q15102; recombinant PAFAH1B3, FP-rhodamine probe, fluorescence polarization; inhibition, % at 3.39 µM; hit rate 0.28% among 340,000; AID 492972;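 active = inhibition above the screen-wide average of all tested compounds plus 3 SD, cut at about 25% in these data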;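 note: 0% = enzyme with DMSO only and 100% = wells lacking PAFAH1B3 protein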
Target sequence (Q15102 whole entry, looked up): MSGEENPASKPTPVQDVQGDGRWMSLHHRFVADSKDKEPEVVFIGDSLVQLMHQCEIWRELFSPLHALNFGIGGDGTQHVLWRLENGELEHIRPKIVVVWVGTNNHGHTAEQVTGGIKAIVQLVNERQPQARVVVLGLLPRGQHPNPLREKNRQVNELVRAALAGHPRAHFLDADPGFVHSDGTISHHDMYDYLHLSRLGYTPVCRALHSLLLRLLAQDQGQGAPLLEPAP
LYPLA1 counter: counter-screen for PME1 inhibitors: inhibitors of human LYPLA1; recombinant LYPLA1, FP-Rh probe fluorescence polarization; inhibition, % at 5.9 µM; hit rate 0.16% among 320,000;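 active = inhibition above the mean of all tested compounds plus 3 SD, set per campaign, cut at about 14% in these data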;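 note: inhibitors block serine hydrolase probe labeling of LYPLA1 so polarization falls; 0% = enzyme with DMSO and 100% = wells lacking LYPLA1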
Target sequence (O75608 whole entry, looked up): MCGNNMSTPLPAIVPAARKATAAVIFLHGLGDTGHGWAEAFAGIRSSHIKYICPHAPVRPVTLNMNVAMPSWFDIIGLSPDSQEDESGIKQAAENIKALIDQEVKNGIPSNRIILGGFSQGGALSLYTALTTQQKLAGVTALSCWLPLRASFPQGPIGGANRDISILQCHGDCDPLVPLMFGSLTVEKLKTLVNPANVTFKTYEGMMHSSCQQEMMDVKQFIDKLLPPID
PAD4 FP inh: blocks human protein arginine deiminase 4; AID 485272; recombinant PAD4, RCA probe fluorescence polarization; Q9UM07; hit rate 0.41% among 330,000; inhibition, % at 6.36 µM;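 active = percent inhibition above a cutoff equal to the mean of all tested compounds plus 3 SD, cut at about 15% in these data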;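 note: 0% = PAD4 with RCA probe and DMSO and 100% = probe without PAD4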
PME-1 primary: blocks human protein phosphatase methylesterase 1. recombinant PME-1, FP-Rh probe fluorescence polarization. inhibition, % at 5.9 µM. hit rate 0.53% among 320,000. AID 2130;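 active = inhibition above the campaign mean of all compounds plus 3 SD, cut at about 26% in these data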;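 note: competitive labeling of PME-1 active site by serine hydrolase directed probe; 0% = PME-1 with DMSO and 100% = wells lacking PME-1 enzyme; inhibitors block probe labeling so polarization falls and inhibition rises; many of its hits are not listed in these tables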
GSTO1 inh: GSTO1 inhibition, counter-screen for RBBP9 inhibitors; inhibition, % at 5.96 µM; recombinant GSTO1, activity-based probe fluorescence polarization; P78417; hit rate 1.1% among 300,000;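 active = inhibition above the campaign mean inhibition plus 3 SD, cut at about 35% in these data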;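 note: 0% = GSTO1-1 with DMSO and 100% = wells lacking GSTO1-1 enzyme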
LYPLA2 inh: LYPLA2 (human) inhibition in PME1 counter-screen; O95372; recombinant LYPLA2, FP-Rh probe fluorescence polarization; inhibition, % at 5.9 µM; hit rate 0.38% among 320,000; AID 2177;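 active = inhibition above the screen-wide mean plus 3 SD, limit set per campaign, cut at about 26% in these data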;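 note: 0% = LYPLA2 with DMSO and 100% = wells lacking LYPLA2 enzyme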
Target sequence (O95372 whole entry, looked up): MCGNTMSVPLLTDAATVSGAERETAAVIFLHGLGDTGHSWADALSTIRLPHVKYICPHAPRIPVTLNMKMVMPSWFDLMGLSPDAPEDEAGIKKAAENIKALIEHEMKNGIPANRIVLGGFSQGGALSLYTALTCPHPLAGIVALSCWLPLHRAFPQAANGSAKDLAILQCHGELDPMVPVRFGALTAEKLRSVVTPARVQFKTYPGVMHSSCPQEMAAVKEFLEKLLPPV
PAFAH1B2 inh: inhibitors of human PAFAH1B2; P68402; recombinant PAFAH1B2, FP-rhodamine activity probe, fluorescence polarization; inhibition, % at 3.39 µM; hit rate 1.2% among 340,000;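 active = inhibition above the mean of all tested compounds plus 3 SD, cut at about 24% in these data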;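 note: 0% = enzyme with DMSO and 100% = wells lacking PAFAH1B2; many of its hits are not listed in these tables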
Target sequence (P68402 whole entry, looked up): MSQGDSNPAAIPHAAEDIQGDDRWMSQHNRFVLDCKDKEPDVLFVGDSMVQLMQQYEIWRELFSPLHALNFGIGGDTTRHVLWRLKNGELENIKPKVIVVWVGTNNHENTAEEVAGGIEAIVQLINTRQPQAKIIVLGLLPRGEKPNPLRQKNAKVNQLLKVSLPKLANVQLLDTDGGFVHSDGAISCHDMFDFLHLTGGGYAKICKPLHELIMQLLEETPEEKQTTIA
pPAFAH FP inh: pPAFAH (human) enzyme inhibition | AID 463082 | recombinant pPAFAH, FP-rhodamine probe fluorescence polarization | Q13093 | hit rate 1.5% among 330,000 | inhibition, % at 3.39 µM;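 active = inhibition above the mean inhibition across the screen plus 3 SD, cut at about 25% in these data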;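 note: inhibitors block binding of the rhodamine activity-based probe so polarization drops; 0% = enzyme with DMSO and 100% = wells lacking pPAFAH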
PAFAH2 inh: inhibitors of human PAFAH2; inhibition, % at 3.39 µM; Q99487; recombinant PAFAH2, FP-rhodamine activity probe, fluorescence polarization; hit rate 0.99% among 340,000;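 active = inhibition above the mean over all tested compounds plus 3 SD, cut at about 30% in these data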;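 note: inhibitors block probe labeling of enzyme so polarization drops; 0% = enzyme with DMSO and 100% = wells lacking PAFAH2 protein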
Starred values were filed as active, the others as inactive; · = not tested or not shown.

SMILES | PAFAH1B3 FP inh | LYPLA1 counter | PAD4 FP inh | PME-1 primary | GSTO1 inh | LYPLA2 inh | PAFAH1B2 inh | pPAFAH FP inh | PAFAH2 inh
COc1ccc(/C=C/c2ccccc2)cc1[C@H]1[C@@H]2C=CCC[C@@]2(C)C(=O)N1Cc1ccccc1 | 3 | -5 | -2 | -4 | 0 | -5 | -5 | 2 | 7
CC1(C)CC(=O)C2=C(C1)N(c1ncn[nH]1)C(N)=C(C#N)C2c1ccccc1 (configuration not stated) | 4 | -1 | 0 | 7 | 3 | -8 | 1 | 3 | -1
C/C(=N\NC(=O)c1ccc(C)cc1C)c1ccc(-n2ccnc2)cc1 | 9 | 3 | -1 | 8 | 0 | -8 | 0 | 1 | -6
COCCN(Cc1nc(-c2ccc(-c3ccccc3)cc2)oc1C)C(C)C | 0 | -1 | 3 | 2 | 0 | -5 | 5 | 4 | 0
COc1ccccc1N(Cc1cc2ccc(C)cc2[nH]c1=O)C(C)=O | 9 | 1 | -3 | -2 | 6 | 8 | 2 | 12 | -5
COC(=O)C1(C)NC(c2ccccc2F)C2C(=O)N(c3ccccc3)C(=O)C21 (configuration not stated) | 10 | -2 | 2 | 3 | 6 | 1 | 0 | 2 | -1
C/C(=N\NC(=O)c1cc(-c2ccc(Cl)s2)[nH]n1)c1ccncc1 | 8 | -10 | -1 | -39 | -4 | -6 | 0 | -6 | -4
CC(C)CN1CC(C(=O)O)CC1=O (configuration not stated) | 5 | 0 | -2 | -2 | 5 | 3 | 1 | 1 | -3
Cc1ccc(N(C(=O)c2snc(C(N)=O)c2N)C(C(=O)NCCC(C)C)c2ccco2)cc1 (configuration not stated) | -3 | -1 | 0 | -1 | -3 | -4 | 4 | 0 | -1
Cc1ccc(CNS(=O)(=O)c2ccc([N+](=O)[O-])cc2)cc1 | 7 | 1 | 0 | -1 | 7 | 1 | 18 | -6 | -8
COc1ccccc1NC(=O)CSc1nnc(-c2ccc(NC(C)=O)cc2)n1C | 0 | 0 | -5 | 3 | -1 | -2 | 1 | 2 | -2
Cc1ccc(F)cc1NC(=O)c1ccc(OCC2CCCO2)cc1 (configuration not stated) | 1 | · | -1 | · | · | · | 2 | 4 | -2

Look-ups from the entries so far.
Cc1ccc(N(C(=O)c2snc(C(N)=O)c2N)C(C(=O)NCCC(C)C)c2ccco2)cc1 (configuration not stated) – PAD4 FP inh = 0
Cc1ccc(F)cc1NC(=O)c1ccc(OCC2CCCO2)cc1 (configuration not stated) – PAFAH1B3 FP inh = 1

(continued)
SMILES | PAFAH1B3 FP inh | LYPLA1 counter | PAD4 FP inh | PME-1 primary | GSTO1 inh | LYPLA2 inh | PAFAH1B2 inh | pPAFAH FP inh | PAFAH2 inh
COc1ccccc1-c1cc(C(=O)NC2CCN(C)CC2)c2ccc(Cl)c(C)c2n1 | 0 | -5 | 0 | 4 | 0 | -6 | 1 | -1 | -6
O=C(NCC1COc2ccccc2O1)c1cn(Cc2ccc(F)cc2)nn1 (configuration not stated) | -2 | 0 | -3 | -7 | 0 | 4 | 0 | 6 | 6
CC(=O)c1coc2ccc(OCCN3CCCCC3)cc12 | -2 | -4 | 4 | -4 | 5 | -1 | 1 | -2 | -4
CCc1nc(SCC(=O)Nc2ccc(F)cc2F)c2c(=O)n(C)c(=O)n(C)c2n1 | -2 | 0 | -2 | 0 | 2 | 3 | 3 | 2 | -1
O=S(=O)(Nc1ccccn1)c1ccc(Cl)c2ccccc12 | -2 | 0 | -1 | 0 | 3 | -2 | 7 | -5 | 8
CCOC(=O)CSc1nc(=O)n2cc(C)ccc2n1 | 1 | -2 | -1 | 3 | 0 | -3 | 0 | -4 | 5
O=C(COC(=O)Cn1cnc2ccccc2c1=O)NCc1ccccc1Cl | 8 | -5 | -4 | 4 | -1 | -4 | 8 | -7 | 5
CC(Oc1ccccc1Cl)C(=O)/C=C/N(C)C (configuration not stated) | 12 | 2 | -2 | 5 | -8 | 9 | 4 | 6 | -6
Cc1cccc(-n2ccc(=O)c(C(=O)Nc3ccc(S(=O)(=O)Nc4nccs4)cc3)n2)c1 | 11 | -5 | -1 | 0 | -5 | -5 | 0 | 6 | 13
CCC(C)NC(=O)C1CC(c2cccc(OC)c2)=NO1 (configuration not stated) | 2 | 2 | 2 | 2 | 2 | 6 | 2 | 1 | 2
CCOC(=O)c1c(NC(C)=O)sc2c(OC(C)=O)cccc12 | 5 | -1 | 0 | 2 | 3 | -3 | 3 | -3 | -4
CCN(C(=O)COC(=O)CNC(=O)c1ccc(F)cc1)C1CCS(=O)(=O)C1 (configuration not stated) | 4 | -1 | -6 | 1 | -4 | -3 | 1 | 4 | 2
COCCCNC(=O)c1oc2ccc(S(=O)(=O)N3CCOCC3)cc2c1C | 9 | 1 | -1 | 3 | 6 | 1 | -1 | 7 | 1
CCN(CC(=O)NCc1ccc(F)cc1)C(=O)/C=C/c1ccc(S(=O)(=O)N(CC)CC)cc1 | 3 | 1 | -7 | 8 | 0 | 7 | 4 | 7 | 4
COc1ccc2[nH]cc(/C=C/C(=O)c3ccccc3)c2c1 | 10 | 0 | 3 | 5 | -5 | -6 | 2 | 12 | 13
O=C(O)CN(C1CCCCC1)S(=O)(=O)c1ccc(F)cc1 | 11 | 0 | 1 | 8 | -1 | 7 | 6 | -2 | 0
COC(=O)c1sccc1NC(=O)c1cc(OC)cc(OC)c1 | 4 | 1 | 1 | -1 | 3 | -1 | -3 | 3 | 6
COc1ccc(C(CNC(=O)c2ccc(OCc3ccccc3)cc2)N2CCOCC2)cc1 (configuration not stated) | 16 | -2 | -2 | 3 | · | 0 | 7 | 6 | 9
CC(Oc1ccc(F)cc1)C(=O)Nc1nc(-c2ccccn2)cs1 (configuration not stated) | 10 | 2 | -2 | -1 | 8 | 7 | 7 | 0 | 5
O=c1c2cc([N+](=O)[O-])ccc2nc2n1CCC2 | 4 | 0 | 3 | -2 | -3 | 1 | 2 | 3 | -3
CCOc1ccccc1NC(=S)NC1CCCCC1 | 6 | 5 | -1 | -2 | 2 | 3 | 2 | 2 | 0
COc1ccccc1N(C)S(=O)(=O)c1ccc(C(=O)NCC2CCCCC2)cc1 | 4 | -6 | 4 | -6 | · | -8 | -4 | 4 | 3
Cc1ccnn1CC(=O)N/N=C/c1cccs1 | 3 | 0 | -4 | -1 | 5 | 3 | 3 | 0 | 0
CCn1ncc([C@@H]2C[C@H]3CN(Cc4ccccc4C)C(=O)[C@]34CCCN24)c1C | 1 | -10 | 5 | -3 | 10 | -8 | 0 | -2 | -7
O=C(CN1C(=O)c2ccccc2C1=O)Nc1ccccc1F | -1 | 6 | -1 | 1 | 2 | 8 | 5 | 3 | 4
CC(=O)NC(Cc1ccc(O)cc1)C(=O)NN (configuration not stated) | 1 | -2 | -2 | -1 | 0 | 2 | 2 | 1 | -1
Cc1nn2c(COc3ccc(NC(=O)C(C)C)cc3)nnc2c2ccccc12 | 2 | -1 | 2 | 0 | 12 | 4 | 2 | 2 | 7
COCc1cc(C)nc(SCC(=O)Nc2ccc3c(c2)OCCO3)c1C#N | 6 | 5 | 0 | 5 | -8 | 7 | 1 | 2 | -8
CC(=O)c1c(C)[nH]c(C(=O)Nc2cc(S(=O)(=O)N(C)C)ccc2C)c1C | 3 | -1 | -2 | 0 | -3 | -5 | 2 | 1 | -3
O=C(COc1cccc(F)c1)Nc1ccc2[nH]c(=O)[nH]c2c1 | 7 | 2 | 0 | 4 | -10 | 0 | 3 | 7 | -3
O=C(N[C@@H]1C[C@H]2CC[C@@H]1C2)c1ccco1 | 5 | -3 | -3 | 4 | -4 | -2 | 6 | 3 | 0
COc1c(OC(C)=O)ccc(/C=N\NC(=O)c2ccc(Br)cc2)c1[N+](=O)[O-] | 9 | -1 | 1 | 9 | 5 | -5 | 8 | 7 | 8
O=S(=O)(Cc1ccc(Cl)cc1)N1CCN(Cc2ccccc2)CC1 | -1 | 2 | 0 | 5 | -1 | -2 | 4 | 2 | -3
Cn1cc(CN2CCC(n3nccc3NC(=O)c3ccccc3Cl)CC2)cn1 | 5 | 5 | 1 | -3 | 3 | 10 | 11 | 0 | 7
COc1ccc(CN(C)CC(=O)Nc2sc3c(c2C#N)CCC3)c(OC)c1 | 6 | -3 | -4 | 2 | 2 | -6 | 24* | 5 | 8
CC1=C(C(=O)OCc2ccccc2)C(c2ccccc2)NC(=O)N1CCCCCC(=O)O (configuration not stated) | 0 | -4 | -9 | 5 | 2 | -2 | -8 | 10 | -5
COc1cccc(NC(=O)Cc2ccc3ccccc3c2)c1 | 6 | -4 | -3 | -7 | 9 | -9 | 5 | 0 | 8
CCc1nnc(NC=C2C(=O)OC(C)(C)OC2=O)s1 | 3 | 2 | 4 | -1 | -2 | 1 | -3 | -2 | 1
O=C(Cn1nnc2ccccc2c1=O)N1CCOCC1 | 4 | -1 | -3 | 0 | -3 | 0 | 1 | 4 | 0
CC(=O)c1sc(NC(=O)c2cccc(N3C(=O)CCC3=O)c2)nc1-c1ccccc1 | 3 | 0 | -1 | -2 | -4 | 4 | 3 | 0 | 4
NS(=O)(=O)c1cccnc1Nc1cccc(C(F)(F)F)c1 | 13 | -8 | -1 | -2 | 2 | 2 | 1 | 2 | -9
COCCCNC(=O)CCC(=O)NNc1nc2ccccc2c2nc(C)nn12 | 4 | 1 | 4 | -2 | -2 | 1 | 1 | 0 | 2
CCC(=O)N1CCN(c2nc(CC)nc3sc4c(c23)CCCC4)CC1 | 5 | -2 | -3 | 3 | -4 | 5 | 4 | -1 | 10
COc1ccc(C(=O)N/N=C(\C)CC(=O)NC2CCCCC2)c(OC)c1 | 5 | 2 | -1 | 4 | 0 | 2 | 3 | 5 | -2
CC(C)CCNC(=O)Cc1ccc(Nc2nc(=S)[nH]c3ccccc23)cc1 | 3 | -3 | 0 | 6 | -22 | -3 | 3 | 6 | 13
COc1ccc(NC(=O)CN2C(=O)NC(c3ccccc3)(c3ccccc3)C2=O)cc1OC | 11 | -4 | 0 | -11 | 3 | 1 | -5 | 6 | 13
COCCNC(=O)C(=O)N/N=C(\C)CC(=O)Nc1ccc2c(c1)OCO2 | 4 | 7 | 6 | -2 | 2 | 2 | 5 | 2 | 6
CN(C)CCCNC(=O)c1cc(C(=O)c2cccc(Cl)c2Cl)c[nH]1 | -3 | -6 | 2 | -4 | -2 | 1 | 0 | 2 | 9
Cc1cc(C)c(CN2CCN(Cc3ccc(C)o3)C(CCO)C2)c(-n2cccn2)c1 (configuration not stated) | 9 | -1 | -7 | 2 | 8 | 1 | 0 | 5 | 0
CC(CN1CCOCC1)OC(=O)c1cccs1 (configuration not stated) | 4 | -1 | -4 | -16 | 5 | 4 | -4 | 0 | -5
Cc1c(Cl)cccc1Nc1nc(NCCO)c2ccccc2n1 | 5 | -1 | -7 | 3 | -3 | -5 | -4 | 5 | 2
CCC(=O)Nc1cc(SCCO)cc([N+](=O)[O-])c1 | 6 | 2 | -5 | 3 | -4 | -1 | 1 | 3 | 1
O=C(CCc1ccccc1)NCCSCc1c(F)cccc1Cl | 3 | -3 | -1 | -6 | 2 | -3 | 4 | 3 | 3
O=C(O)c1cccc(N=NN2CCCCCC2)c1 | -2 | -1 | -3 | 8 | -5 | -3 | 8 | 8 | -3

The list is partial; the hit share may differ from the screen's.
